Screening data (PubChem BioAssay)
Eya2 inh: inhibitors of human Eya2 phosphatase activity | AID 488837 | Potency, µM (titrated, usually from 76.9 µM), for inactives: at the highest dose activity, negative = inhibition, usual class: inhibitors | O00167 | 330,000 tested, 0.006% active | recombinant Eya2, OMFP fluorescence dephosphorylation (OMFP is methylfluorescein phosphate); also: potency is read from the fitted curve at half-maximal effect; % is scaled to controls: 0 for no effect and ±100 for the full control effect
Target sequence (O00167 whole entry, looked up): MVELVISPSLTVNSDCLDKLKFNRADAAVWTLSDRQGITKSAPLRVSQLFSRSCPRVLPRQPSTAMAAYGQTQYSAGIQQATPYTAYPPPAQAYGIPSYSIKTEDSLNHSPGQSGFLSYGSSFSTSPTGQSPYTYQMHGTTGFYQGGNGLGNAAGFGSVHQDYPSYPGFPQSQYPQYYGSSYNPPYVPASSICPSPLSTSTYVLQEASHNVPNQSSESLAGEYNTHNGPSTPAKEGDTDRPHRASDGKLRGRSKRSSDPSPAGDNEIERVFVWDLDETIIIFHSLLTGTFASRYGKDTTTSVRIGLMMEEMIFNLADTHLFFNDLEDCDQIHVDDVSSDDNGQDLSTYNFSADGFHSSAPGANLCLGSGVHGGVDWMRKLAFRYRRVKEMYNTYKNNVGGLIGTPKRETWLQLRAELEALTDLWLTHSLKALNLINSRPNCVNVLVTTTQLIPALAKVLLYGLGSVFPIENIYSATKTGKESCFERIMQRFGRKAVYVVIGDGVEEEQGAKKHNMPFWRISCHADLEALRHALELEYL
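Eya2 protein (added as 0.2 uM solution) was preincubated with compound for 10 min at ambient temperature in 50 mM HEPES pH 7.5, 50 mM NaCl, 5 uM MgCl2, 0.05% BSA, 1 mM DTT. OMFP (added at 50 uM) then reacted 10 min; fluorescence read at 485/525 nm.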
B2AR arrestin: recruits beta-arrestin to the human beta2-adrenergic receptor. P07550. beta-arrestin recruitment to beta2AR, cell-based reporter. Potency, µM (titrated, usually from 46.1 µM), inactives show top-dose activation, usual class: activators. 330,000 tested, 0.02% active. AID 492947;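 also: potency is read from the fitted curve at half-maximal effect; 0% = DMSO controls and full agonism = EC100 isoproterenol or metaproterenol; nearly all actives have a fitted effect of over 65% in size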
BRCA1 expr act: activators of BRCA1 expression; MCF7-BRCA1-FFLuc reporter, luminescence, 48 h; response scale: scaled: vehicle 0%, 10 µM genistein 100%; Potency, µM (highest dose often 46.1 µM), for the others: at the top dose activation, actives largely listed as activators; 380,000 tested, 1.1% active; also: potency is read from the fitted curve at half-maximal effect; nearly all actives have a fitted effect of over 80% in size; some results filed as inactive show a strong effect at the top dose
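48 h compound treatment of MCF7-BRCA1-FFLuc cells (phenol-red free MEM, 37 °C), then 15 min with luciferase substrate and luminescence imaging.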
USP2a block: USP2a (human) protease inhibition; AID 463254; O75604; Potency, µM (titrated, usually from 38.3 µM), inactives show at the highest dose activity change, negative = inhibition, usual class: inhibitors; 330,000 tested, 0.01% active; USP2 core, Ub-CHOP2 coupled fluorogenic reporter, 485/531;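 also: potency is read from the fitted curve at half-maximal effect; plate controls were DMSO wells for no effect and full inhibition by NEM control for full effect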
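Deubiquitinase activity read as fluorescence (485/531 nm) after Ub-CHOP2 cleavage activates the enterokinase reporter on its substrate; USP2 core 10nM, Ub-CHOP2 and substrate 25nM each, 30min compound preincubation then 60min RT; data normalized to NEM, curves fitted.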
PTAP TSG101 blk: blocks PTAP/TSG101 interaction to inhibit HIV-1 budding. Potency, µM (doses to about 115 µM), without a hit: at the top dose activity change, negative = inhibition, usual class: inhibitors. Q99816. 340,000 tested, under 10 active. Fluorescence polarization, FITC-PTAP peptide / Tsg101 binding; active = well fitted inhibition curve with a large enough effect in the main read-out, with a control signal flat, not every such curve was filed as active; inconclusive = small, poorly fitted or top-dose-only effect, or effect the other way, or a change in a side signal; inactive = no such curve, though single readings can be large or run the other way; also: potency is read from the fitted curve at half-maximal effect; % of control where 0% means no effect
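FP read-out: FITC-PTAP peptide, 50 nM final, binding Tsg101 binding domain, 10 uM final; 20 min, r.t.; 10 mM HEPES pH 7.5, 0.15 M NaCl, 0.01% Tween 20, 3 mM EDTA, 0.1 mM TCEP.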
Integrin act MD: activators of alpha7 integrin expression for muscular dystrophy. alpha7betagal myoblasts, beta-gal FDG fluorescence, 48 h. Potency, µM (top dose mostly 38.3 µM), inactives show at the top dose activation, actives largely listed as activators. 350,000 tested, 0.064% active. AID 624291;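 also: potency is read from the fitted curve at half-maximal effect; 100% = response of the positive control SU9516; nearly all actives have a fitted effect of over 60% in size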
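Alpha7betagal+/- myoblasts (passage 13) were plated 16-24 hr, then exposed to compounds (1:260 dilution of DMSO stock) for 48 hours at 37C. After MPER lysis, β-galactosidase reporter activity was read as FDG fluorescence (ex 480/em 540) after 30 minutes.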
ELG1 genotox: genotoxicity induction in ELG1-luciferase HEK293T cells | HEK293T ELG1-luciferase reporter, luminescence, 16 h | Potency, µM (series often up to 46 µM), inactives show at the top dose activity change, positive = activation, usual class: activators | 330,000 tested, 1.3% active | AID 504466; also: potency is read from the fitted curve at half-maximal effect; % of control where 0% means no effect; nearly all actives have a fitted effect of over 60% in size
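16 hr compound incubation (37 °C, 5% CO2) of HEK293T cells carrying luciferase-tagged ELG1; luciferase then measured by ONE-Glo luminescence after 30 min at RT.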
p53 reactivation: mutant p53 re-activation in reporter cells; H1299 p53-A138V BP100-luciferase reporter, luminescence, 24 h; Potency, µM (titrated, usually from 92.2 µM), for the others: top-dose activity change, positive = activation, actives largely listed as activators; 320,000 tested, 0.063% active; AID 504706; also: potency is read from the fitted curve at half-maximal effect; % of control where 0% means no effect; nearly all actives have a fitted effect of over 45% in size
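H1299 (p53-null), stable ts p53-A138V + BP100-Luc; 1000 cells/well, Opti-MEM/10% FBS; cpd 4 pt, 1:5; 24 h, 37 deg C, 5% CO2; detection reagent 10 min RT; luminescence.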
ASM inhibitor: blocks human secretory acid sphingomyelinase. P17405. placental ASM, HMU-PC fluorogenic substrate, 60 min. Potency, µM (highest dose often 57.5 µM), inactives show at the highest dose activity change, negative = inhibition, actives largely listed as inhibitors. 340,000 tested, 0.006% active. AID 504937; also: potency is read from the fitted curve at half-maximal effect
Target sequence (P17405 47-631 limits assumed): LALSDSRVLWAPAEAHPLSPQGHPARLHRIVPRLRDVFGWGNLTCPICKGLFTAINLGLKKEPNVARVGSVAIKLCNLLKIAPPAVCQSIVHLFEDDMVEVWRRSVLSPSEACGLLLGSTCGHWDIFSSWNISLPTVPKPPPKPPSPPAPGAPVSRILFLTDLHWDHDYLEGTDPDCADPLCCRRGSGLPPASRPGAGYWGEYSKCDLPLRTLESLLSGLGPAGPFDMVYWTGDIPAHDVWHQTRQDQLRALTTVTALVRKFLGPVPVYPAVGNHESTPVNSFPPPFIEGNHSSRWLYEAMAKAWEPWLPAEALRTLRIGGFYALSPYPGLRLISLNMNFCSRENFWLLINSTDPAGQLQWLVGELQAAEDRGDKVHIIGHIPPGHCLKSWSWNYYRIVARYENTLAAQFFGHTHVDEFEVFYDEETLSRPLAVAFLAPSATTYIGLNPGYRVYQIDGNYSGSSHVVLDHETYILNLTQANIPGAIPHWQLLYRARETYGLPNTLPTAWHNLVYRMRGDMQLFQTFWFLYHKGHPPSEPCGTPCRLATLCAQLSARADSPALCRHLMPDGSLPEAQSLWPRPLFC
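Human placenta-derived ASM enzyme was preincubated with compound for 10 minutes at room temperature, then given fluorogenic substrate HMU-PC0 (9 uM final) for 60 minutes at 37 °C; a pH 10 stop preceded fluorescence reading at Ex 386/Em 447 nm.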
TRPV1 agonist: agonists of human vanilloid receptor 1 (TRPV1). TRPV1-expressing cells, Fluo-8 calcium influx, agonist mode. AID 540275. activation, % at 8.33 µM. Q8NER1. 320,000 tested, 0.19% active; in the data active = activation above about 80%; inconclusive = between about 30% and that limit; also: 0% is about no effect
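Cells expressing TRPV1 were dye-loaded with Fluo-8 and read kinetically: 10 s baseline, 3 min after compound (agonist portion), then 2 min after EC20 capsaicin (allosteric enhancer portion). Calcium-bound dye fluorescence at 480/520 nm.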
uPA surface inh: blocks generation of uPA at the cell surface; Potency, µM (top dose mostly 38.3 µM), inactives show at the top dose activity change, negative = inhibition, hits mostly inhibitors; AID 540303; cell surface uPA generation assay, qHTS; 330,000 tested, 0.31% active; active = well fitted inhibition curve with a large enough effect; inconclusive = small, poorly fitted or top-dose-only effect; inactive = no such curve, though single readings can be large or run the other way; tested in mouse RAW 264.7 cells; also: potency is read from the fitted curve at half-maximal effect; % is scaled to controls: 0 for no effect and ±100 for the full control effect; nearly all actives have a fitted effect of over 55% in size
* = called active by the depositor; ? = inconclusive; / = no result given; [ ] = remark or other dose. Unless noted, calls follow the shape of the dose curve; as a rule, active = well fitted curve in the direction sought with a large enough effect; inconclusive = small, poorly fitted or top-dose-only effect, or another doubt; inactive = no such curve, though single readings can be large; an effect the other way counts as inactive or inconclusive.

SMILES	Eya2 inh	B2AR arrestin	BRCA1 expr act	USP2a block	PTAP TSG101 blk	Integrin act MD	ELG1 genotox	p53 reactivation	ASM inhibitor	TRPV1 agonist	uPA surface inh
CCOC(=O)/C(N)=C/c1ncc(C(F)(F)F)cc1Cl	-6%	-0.1%	7%	0%	-3%	21%	0%	5%	0%	18	3%
CCOC(=O)C(NC(=O)CC)(Nc1ccc(S(N)(=O)=O)cc1)C(F)(F)F (stereo not drawn)	-7%	0.6%	0%	-3%	-6%	6%	-1%	1%	4%	-3	-17%
Cc1cc(C)cc(NC(=O)N2CCC(NC(=O)c3ccc(F)cc3)CC2)c1	6%	-0.1%	-1%	3%	0%	8%	-1%	-9%	0%	28	9%
COc1cc(NC(=O)CN2C(=O)c3ccccc3S2(=O)=O)c(OC)cc1Cl	7%	-0.1%	13%	-3%	-8%	-1%	1%	-2%	-2%	-8	2%
Cc1cc(C(=O)O)cc(S(=O)(=O)Nc2ccccc2C(=O)NC(C)c2ccccc2)c1C (stereo not drawn)	-16%	-0.8%	0%	3%	-8%	-27%	6%	?	1%	0	9%
O=C(O)C1(Nc2ccc(Cl)cc2)CCCC1	/	/	-8%	/	-5%	-2%	/	/	4%	/	2%
Cc1ccc(-c2nc3ccccc3n2C)o1	26%	-0.2%	?	2%	1%	0%	2.9µM*	10%	-2%	-1	-14%
COc1ccc(Cn2cnc3c4cc(F)ccc4n(C)c3c2=O)cc1	4%	0.3%	-1%	2%	-2%	?	6%	-1%	4%	0	-5%
CC1CCCCN1C(=O)Nc1ccccc1Cl (stereo not drawn)	15%	-0.2%	12%	0%	-2%	-10%	-5%	10%	5%	4	1%
c1ccc(-c2nnc(C3CC(c4ccncc4)=NO3)o2)cc1 (stereo not drawn)	/	/	-8%	/	-2%	-10%	/	/	3%	/	4%
C=C(C)COc1ccc(-c2ncncc2-c2ccc(Br)cc2)c(O)c1	-7%	-0.3%	-36%	0%	-4%	0%	-5%	-3%	-7%	?	-14%
CCOc1ccc2c(c1)c(N=Nc1cccc(C(=O)O)c1)c(O)n2C	1%	-0.3%	10µM*	3%	-3%	14%	?	?	-3%	-1	-3%
COc1ccccc1CN(C)C(=O)c1ccccc1Sc1ccccc1C#N	6%	0.0%	-35%	-1%	-2%	-47%[inhibitor]	?	0%	-4%	-7	-1%
OCC[C@@H]1C[C@@H](O)[C@H](O)[C@]2(OCCCc3ccccc32)O1	8%	-0.7%	-14%	1%	1%	8%	4%	/	2%	3	0%
CCOc1ccc(N)c(SSc2cc(OCC)ccc2N)c1	-9%	3.4%	-28%	1%	2%	-50%[inhibitor]	5%	?	2%	3	-8%
CCOc1c2ccc(C(=O)N[C@H](C)C3CCCCC3)cc2nn1CCOC	17%	0.0%	2%	0%	-7%	38%	-1%	-2%	22%	-1	2%
CC(C)NC(=O)c1cc(-c2ccc3c(c2)OCO3)on1	17%	2.7%	?	-4%	-10%	-12%	?	10%	3%	1	-9%
O=C(NC(=S)NCC1CCCO1)c1cccc([N+](=O)[O-])c1 (stereo not drawn)	2%	0.8%	-3%	-4%	0%	19%	1%	2%	2%	-2	-1%
O=C(CSCCc1ccccn1)Nc1ccc(Br)cn1	-11%	-0.7%	15%	0%	-6%	10%	12%	1%	1%	0	/
COc1cc(/C=C/C(=O)OCC(=O)c2ccc(OC(F)F)cc2)ccc1O	2%	0.0%	-27%	0%	10%	-12%	1%	0%	-1%	/	-9%
C[C@H]1COC(=O)CC/C=C\C[C@H](CC(=O)N(CCO)Cc2ccccc2)C(=O)N1	-14%	-0.1%	8%	1%	-3%	33%	4%	1%	-2%	/	-51%
CC1=N/C(=C\c2ccc3c(c2)OCO3)C(=O)N1c1ccc(C(=O)O)cc1	4%	-0.3%	-10%	1%	4%	24%	-1%	2%	11%	-1	-2%
COc1ccccc1C(=O)NCC(=O)n1nc(C)cc1C	5%	-0.5%	0%	0%	-1%	39%	-2%	?	7%	18	3%
Cc1cc(C=C2C(=O)c3ccccc3C2=O)c(C)n1-c1cccc(C(=O)O)c1	7%	0.3%	-10%	2%	-6%	-26%	26%	19%	-2%	-3	-14%
CCCOc1ccc2ccccc2c1/C=N/n1cnnc1	0%	-0.2%	6%	2%	-3%	-6%	0%	-11%	-2%	1	-8%
CCc1ccc(C(=O)COC(=O)c2ccc(-c3nnc(-c4ccccc4)o3)cc2)cc1	?	0.1%	129%	-1%	-10%	-12%	?	4%	0%	-1	1%
CC(C)=CCC(C)(C)C1OCCN1C(=O)Nc1ccccc1 (stereo not drawn)	3%[15.4 µM]	0.3%	-1%	5%	-2%	-19%	-1%	9%	-5%	?	-1%
COc1ccccc1N1CCN(C(=O)CCCNC(=O)Cn2cnc3sc(C)c(C)c3c2=O)CC1	7%	0.0%	-19%	1%	-1%	-420%[inhibitor]	-9%	-7%	46%[activator]	-2	/
COC(=O)c1ccc(Cn2nc(C)cc2C)cc1	-4%	2.7%	?	4%	-6%	-24%	9%	8%	0%	-2	-3%
COc1ccc(/C=N/NC(=O)Cn2ccnc2C)cc1OC	4%	-0.5%	0%	6%	-3%	2%	1%	-3%	-2%	3	3%
COc1ccccc1/C=N/NC(=O)c1nnn(-c2nonc2N)c1CN(C)c1ccccc1	1%	-0.1%	-10%	-2%	0%	-19%	0%	-3%	-22%	6	2%
O=CN1CCN(S(=O)(=O)c2ccc(S(=O)(=O)NC3CCCCC3)cc2)CC1	1%	-0.2%	-4%	0%	-5%	3%	0%	0%	0%	1	1%
COc1ccc(C2CC23N=C(c2ccccc2)OC3=O)cc1 (stereo not drawn)	0%	-0.1%	6%	2%	-5%	3%	?	15%	0%	8	9%
CC(C)c1cc(C(=O)NCc2ccco2)no1	7%	-0.2%	?	0%	-3%	-1%	15µM*	?	0%	13	-18%
O=C1NC2(CCCCCC2)C(=O)N1CCS(=O)(=O)Oc1ccccc1	-7%	0.2%	-2%	0%	-3%	-10%	-2%	-1%	1%	1	-1%
Cn1c(=O)n(CC(=O)O)c(=O)c2c1nc1n2CCCN1Cc1ccccc1	-3%	-0.5%	0%	3%	-4%	22%	-2%	/	6%	3	-1%
Cc1sc2ncnc(SCC#N)c2c1C	7%	-0.1%	7%	0%	-3%	-1%	2%	-9%	8%	-1	6%
CCOC(=O)N1CCN(C(=O)CSCc2nc(-c3ccccc3F)oc2C)CC1	3%	-0.2%	2%[1.84 µM]	3%	-2%	-40%	-7%	-2%	-1%	-2	-3%
COc1ccc(Oc2cc(F)nc(N)n2)cc1	8%	0.1%	22%	3%	-2%	-4%[7.66 µM]	4%	-3%	1%	0	/
CCOc1ccc(CCNC(=O)c2cc(S(=O)(=O)N3CCOCC3)ccc2C)cc1OCC	-32%	-0.6%	-22%	0%	0%	5%	-3%	-3%	3%	2	-1%
CCNC(=S)NNC(=O)c1cc(C)nc2ccccc12	3%	4.7%	5%	1%	-2%	8%	-1%	6%	1%	-3	0%
Cc1nn(Cc2ccccc2)c(C)c1NC(=O)CCCn1nc([N+](=O)[O-])c(Cl)c1C	-3%	-0.8%	-26%	4%	-2%	-17%	2%	6%	3%	12	2%
Clc1ccccc1/C=N/N1CCN(Cc2ccccc2)CC1	13%	-3.7%	78%	1%	-2%	34%	10%	?	2%	5	18%
Nc1ccccc1SCC(=O)Nc1ccc2c(c1)OCCO2	-4%	-0.2%	?	0%	-5%	-22%	?	?	0%	-1	-3%
O=C(O)c1cc2cc(Cl)ccc2oc1=O	26%	-0.6%	-4%	-6%	-3%	11%	-1%	1%	5%	-2	/
CC(C)N1CCC(NC(=O)NC2CCCCC2)CC1	0%	-0.7%	31%	3%	-1%	5%	4%	0%	3%	-5	-1%
COc1ccccc1Nc1nc(NCc2ccco2)nc(N)c1[N+](=O)[O-]	7%	-0.7%	-23%	-1%	-2%	15%	-4%	4%	-4%	/	9%
CCS(=O)(=O)N1Cc2ccccc2CC1C(=O)Nc1ccc(F)c(F)c1F (stereo not drawn)	8%	0.1%	0%	4%	-5%	9%	5%	8%	-5%	4	-3%
CCn1c(-c2ccccc2SC)n[nH]c1=S	-13%	-0.3%	-13%	8%	1%	6%	0%	2%	-2%	4	-5%
COc1ccccc1NC(=O)CSc1ccc(-c2ccc(-n3ccnc3)cc2)nn1	-8%	-0.7%	-11%	0%	4%	-28%	?	-1%	-2%	0	-24%
